DYRK1A inh – Dyrk1A (rat) kinase inhibition | Q63470 | inhibition, % at 12.5 µM | ADP-Glo luminescence, NFATc1 peptide | 0.43% of 310,000 active | AID 504441; in the data active = inhibition above about 50%;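 also: plate controls were vehicle with enzyme for no effect and no enzyme for full effect; many of its hits are not listed in these tables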
KCNQ1 block – human KCNQ1 channel inhibition; P51787; CHO-K1 KCNQ1, FluxOR thallium flux fluorescence; stronger effect = higher value; B-score at 10 µM; 1.3% of 310,000 active; AID 2642;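 active = compounds whose thallium flux B-score, printed positive for inhibition, exceeds three library SD while starting fluorescence stays within three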;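 also: channel opened by potassium depolarization with thallium stimulus after 20 min compound exposure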
GSK3A inh – inhibitors of human GSK-3 alpha kinase; P49840; ADP-Glo luminescence, 60 min; inhibition, % at 10 µM; 0.1% of 320,000 active;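 in the data active = inhibition above about 50%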;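 also: GST-tagged GSK-3 alpha with peptide substrate and 25 µM ATP; 0% = DMSO neutral wells and 100% = GW8510 positive control wells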
KCNK3 inh – human KCNK3 channel inhibition, primary screen | O14649 | CHO-KCNK3 thallium flux, FluxOR fluorescence; stronger effect = lower value | B-score at 10 µM | 0.84% of 340,000 active;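 active = B-score under library mean minus 4 SD, starting fluorescence ratio at most library mean plus 5 SD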;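 also: more negative B-score means stronger inhibition of thallium flux through KCNK3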
Target sequence (O14649 whole entry, looked up): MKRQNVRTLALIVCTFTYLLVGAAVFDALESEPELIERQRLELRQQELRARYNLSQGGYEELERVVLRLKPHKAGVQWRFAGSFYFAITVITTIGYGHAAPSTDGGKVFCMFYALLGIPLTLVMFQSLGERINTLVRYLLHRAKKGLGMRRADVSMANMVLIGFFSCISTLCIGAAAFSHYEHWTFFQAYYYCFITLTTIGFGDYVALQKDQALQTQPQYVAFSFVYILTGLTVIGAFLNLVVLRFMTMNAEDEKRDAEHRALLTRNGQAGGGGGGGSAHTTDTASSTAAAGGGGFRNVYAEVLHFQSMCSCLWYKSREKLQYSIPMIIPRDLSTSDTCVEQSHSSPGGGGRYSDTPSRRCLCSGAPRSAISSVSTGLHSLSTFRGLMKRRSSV
GSK3B inh – human GSK3beta kinase inhibition; P49841; GST-GSK3beta kinase, ADP-Glo luminescence, 60 min; stronger effect = lower value; activity score (negative = inhibition), % at 10 µM; 0.038% of 300,000 active;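 active = more than half of replicate wells score below -50%, meaning over 50% inhibition versus plate controls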;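 also: 0% = median DMSO wells and -100% = median GW8510 positive control wells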
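Test system: GST-fused GSK3beta enzyme, cell-free | Quantity: 1.6 ng GST-GSK3beta enzyme per well | Reagent: 25 µM ATP with peptide substrate | Schedule: 60 min enzyme reaction, room temperature | Signal: Luminescent ADP-Glo measurement of ADP formed | Read-out basis: Score relative to plate controls | Control set: DMSO and 20 µM GW8510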
RGS4 block – human RGS4 inhibition; B-score at 10 µM; AID 463165; 0.45% of 310,000 active; HEK293 M3R/RGS4 inducible, Fluo-4 calcium flux; stronger effect = higher value; triggered by carbachol at its EC20;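 active = B-score, a plate-corrected calcium signal, over three deviations above library mean, with baseline fluorescence within five deviations of library mean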;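 also: RGS4 expression induced by doxycycline in cells with stable M3 receptor; B-score is computed from the integrated fluorescence ratio over baseline after carbachol; higher B-score means a larger calcium signal and so more RGS4 inhibition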
Target sequence (P49798 whole entry, looked up): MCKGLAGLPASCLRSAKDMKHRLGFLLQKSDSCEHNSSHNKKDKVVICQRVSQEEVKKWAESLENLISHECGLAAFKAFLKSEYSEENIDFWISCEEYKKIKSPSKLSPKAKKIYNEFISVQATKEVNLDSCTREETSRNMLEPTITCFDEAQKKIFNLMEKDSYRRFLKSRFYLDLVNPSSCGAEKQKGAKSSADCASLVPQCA
KCNK9 block – inhibitors of human KCNK9 two-pore domain potassium channel. Q9NPC2. HEK293 KCNK9, FluxOR thallium flux fluorescence; stronger effect = lower value. B-score at 10 µM. 1.2% of 310,000 active. AID 488922;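 active = ratio B-score over 3 SD below the library mean, with starting fluorescence within 5 SD of its mean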;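 also: negative B-score means less thallium flux so channel inhibition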
Target sequence (Q9NPC2 whole entry, looked up, the tested form may be a part): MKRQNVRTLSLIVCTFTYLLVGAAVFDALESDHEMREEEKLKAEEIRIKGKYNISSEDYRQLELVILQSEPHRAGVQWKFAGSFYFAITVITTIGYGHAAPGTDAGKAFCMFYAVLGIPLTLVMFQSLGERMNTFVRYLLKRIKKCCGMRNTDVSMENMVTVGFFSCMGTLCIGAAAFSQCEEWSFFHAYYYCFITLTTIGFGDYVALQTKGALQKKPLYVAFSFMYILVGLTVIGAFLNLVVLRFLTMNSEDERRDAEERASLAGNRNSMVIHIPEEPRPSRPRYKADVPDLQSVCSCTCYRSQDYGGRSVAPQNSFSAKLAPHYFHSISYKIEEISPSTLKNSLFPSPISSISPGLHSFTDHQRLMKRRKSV
PolyA inhibitor – blocks polyadenylation in yeast reporter cells. S. cerevisiae SKY197-pL101 polyadenylation reporter, beta-gal luminescence; efflux-impaired pdr1/pdr3 knockout yeast; score 100 = 6 SD above DMSO. calls only at 12 µM. 0.02% of 300,000 active;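 active = lowest replicate activity score at least 50, where 100 means six control SD above control mean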;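 also: yeast exposed to compound for 9 h at 30 °C; higher score means more reporter readthrough which indicates perturbed polyadenylation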
RGS4 pot – potentiators or activators of RGS4; HEK293 M3R/inducible RGS4, carbachol calcium flux Fluo4; stronger effect = lower value; B-score at 10 µM; 0.92% of 310,000 active;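 active = B-score of the integrated calcium signal more than 4 SD below the library mean, with starting fluorescence not abnormally high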;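 also: negative B-score means reduced calcium response which marks RGS4 activation or potentiation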
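Also added: carbachol at ECmax as muscarinic agonist stimulus; Assay system: HEK293 cells with stable M3R and inducible RGS4; Timing: overnight RGS4 induction, 30 min dye load 37 °C, 20 min compound RT; Measured by: Fluo4-AM (2 µM) calcium-flux fluorescence, kinetic read.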
hERG rescue – hERG (human) protection from proarrhythmic block; 0.51% of 310,000 active; AID 1511; CHO-hERG, FluxOR thallium flux, dofetilide IC70 present; activation (rescue from dofetilide block), less the hit threshold, % at 10 µM;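 active = activation above the mean of controls blocked by dofetilide plus 5 SD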;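 also: thallium influx through hERG after potassium depolarization seen as dye fluorescence rise; in these data hits start at about 4.7%; inactives centre near -7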
KCNQ1 act – potentiates or activates the human KCNQ1 potassium channel; 0.35% of 310,000 active; CHO-K1 KCNQ1, thallium flux FluxOR fluorescence; stronger effect = higher value; P51787; B-score at 10 µM;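 active = fluorescence ratio B-score, a plate-corrected score, at least three library SD, with initial intensity B-score within 5 SD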
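Doses: Single concentration per compound, DMSO matched to controls | Test system: KCNQ1-transfected CHO-K1 cells | Timing: 90 min dye loading and 20 min compound exposure, both at room temperature | Measured by: Kinetic FluxOR thallium fluorescence, 10-s 1-Hz baseline, 110-s post-stimulus read | Medium: Assay buffer with matched DMSO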
Active calls of the source: *; i = inactive; x = no result given. Not all compounds are listed; rates above refer to the full screens.

SMILES	DYRK1A inh	KCNQ1 block	GSK3A inh	KCNK3 inh	GSK3B inh	RGS4 block	KCNK9 block	PolyA inhibitor	RGS4 pot	hERG rescue	KCNQ1 act
Cc1ccc2c(c1)-c1ccccc1S(=O)(=O)N2	5	i	-5	i	4	i	i	i	i	-17	i
Cc1cccc(-n2nnc3c(=O)n(CC(=O)Nc4cc(C)on4)cnc32)c1	-1	i	-2	i	2	i	i	i	i	-11	i
O=C(Nc1ccc(S(=O)(=O)N2CCCC2)cc1)c1ccccc1	12	i	-2	i	3	i	i	i	i	-5	i
CC(C)C(=O)Nc1ccc(C(=O)NC2CCSC2=O)cc1 (stereo not drawn)	2	i	-2	i	-1	i	i	i	i	-9	i
COc1ccc(C(=O)NCCCOc2cccc(NC(C)=O)c2)cc1	x	i	1	i	3	i	i	i	i	-5	i
Cc1cccc(C)c1NC(=O)CN(C)C(=O)CC1Sc2ccccc2NC1=O (stereo not drawn)	-1	i	1	i	-1	i	i	i	i	-4	i
O=C(CN1C(=O)NC2(CCOc3ccccc32)C1=O)c1ccc(Cl)cc1 (stereo not drawn)	13	i	1	i	-1	i	i	i	i	-15	i
CN1/C(=C\C=O)C(C)(C)c2ccccc21	x	i	-8	i	0	i	i	i	i	-3	i
C=CCn1c(SCC(=O)NC2CCCCC2)nc2ccccc2c1=O	-6	i	x	i	x	i	i	i	i	-7	i
S=C(N/N=C/c1ccc(Cl)cc1)N1CCOCC1	-8	i	-5	i	-1	i	i	i	i	8.6*	i

An excerpt from above with just GSK3B inh, KCNK3 inh and RGS4 pot.
| SMILES | GSK3B inh | KCNK3 inh | RGS4 pot |
| --- | --- | --- | --- |
| O=C(Nc1ccc(S(=O)(=O)N2CCCC2)cc1)c1ccccc1 | 3 | i | i |
| CC(C)C(=O)Nc1ccc(C(=O)NC2CCSC2=O)cc1 (stereo not drawn) | -1 | i | i |
| COc1ccc(C(=O)NCCCOc2cccc(NC(C)=O)c2)cc1 | 3 | i | i |

Going on with the list:
SMILES	DYRK1A inh	KCNQ1 block	GSK3A inh	KCNK3 inh	GSK3B inh	RGS4 block	KCNK9 block	PolyA inhibitor	RGS4 pot	hERG rescue	KCNQ1 act
CC1CCN(C(=O)CSc2nnc(Cc3cc(=O)[nH]c(=O)[nH]3)n2-c2ccc(Cl)cc2)CC1	4	i	x	i	-2	i	i	i	i	-3	i
Cc1cccc(OCC(=O)NCCNC(=O)c2ccco2)c1	-8	i	1	i	0	i	i	i	i	-7	i
O=c1nc2n(c3cc(Cl)c(S(=O)(=O)N4CCOCC4)cc13)CCCCC2	-5	i	3	i	3	i	i	i	i	-2	i
Cc1ccc(C(=O)O)cc1NC(=O)c1cccs1	-5	i	-2	i	-5	i	i	i	i	-6	i
CCOC(=O)C1CCN(S(=O)(=O)c2c(C)[nH]c(C)c2C(=O)N2CCCC2)CC1	5	i	-3	i	3	i	i	i	i	-6	i
Cn1cc(CC(=O)N2CCN(c3ccc(Cl)cc3)CC2)c2ccccc21	-3	i	-3	i	3	i	i	i	i	-6	i
CCCOc1ccc(/C=C/c2c([N+](=O)[O-])c(=O)n(C)c(=O)n2C)cc1	x	i	-1	i	2	i	i	i	i	-9	i
CCn1c(=O)n(CC)c2cc(S(N)(=O)=O)c(C)cc21	-3	i	3	i	-2	i	i	i	i	0	i
O=C(CN1C(=O)c2ccccc2S1(=O)=O)Nc1ccccc1C(=O)NCc1ccco1	-6	i	7	i	2	i	i	i	i	-6	i
COC(=O)c1c(NC(=O)CN2CCC3(O)CCCCC3C2c2cc(OC)ccc2OC)sc(C)c1C (stereo not drawn)	0	i	0	i	-20	i	i	i	i	-2	i
CCc1ccc(NC(=O)c2ccc(NC3=NC4CS(=O)(=O)CC4S3)cc2)cc1 (stereo not drawn)	0	i	-2	i	-1	i	i	i	i	-3	i
O=C(NNC(=O)c1cccc([N+](=O)[O-])c1)c1ccncc1	-2	i	0	i	2	i	i	i	i	2	i
CC(C)(C)n1cnc2cc(NS(=O)(=O)c3ccccc3)ccc21	-1	i	0	i	1	i	i	i	i	-13	i
CCn1cc(C(=O)N[C@H](C(=O)NC(C)(C)CO)C(C)C)c(=O)c2cc3c(cc21)OCO3	2	i	2	i	-1	i	i	i	i	-3	i
Cc1c(C)c(C)c2[nH]c(=S)[nH]c2c1C	-3	i	0	i	0	i	i	i	i	-6	i
C=C(C)C1CC=C(C)/C(=N/NC(=O)COc2ccc(Cl)cc2)C1 (stereo not drawn)	0	i	0	i	18	i	i	i	i	-7	i
COc1ccc([N+](=O)[O-])cc1NC(=O)C1CCCO1 (stereo not drawn)	3	i	-2	i	-15	i	i	i	i	-2	i
O=C1C(=O)N(CCN2CCOCC2)C(c2ccc(F)cc2)/C1=C(/O)c1ccc(S(=O)(=O)N2CCOCC2)cc1 (stereo not drawn)	-3	i	-2	i	-1	i	i	i	i	-11	i
Cc1ccc2ccccc2c1COC(=O)c1nonc1N	-1	i	-2	i	0	i	i	i	i	-6	i
Cc1nn(-c2ccc(N3CCOCC3)nn2)c(C)c1CCC(=O)NCc1ccc(F)cc1	3	i	2	i	0	i	i	i	i	-3	i
CC1CCCCN1S(=O)(=O)c1ccc(S(=O)(=O)N2CCN(c3ccccc3)CC2)cc1 (stereo not drawn)	-3	i	-2	i	2	i	i	i	i	-5	i
O=C(Cn1ccc(C(F)(F)F)n1)N/N=C/c1cccs1	2	i	-6	i	0	i	i	i	i	-9	i
COc1cc(-c2nnc(SCc3c(F)cccc3Cl)o2)cc(OC)c1OC	-4	i	-2	i	-3	i	i	i	i	-11	i
Cc1cc(NC(=O)c2cccnc2)ccc1NC(=O)c1ccco1	-2	i	-3	i	3	i	i	i	i	-11	i
O=C(Nc1ccc(F)cc1)c1ccccc1NC(=O)C1CC=CCC1C(=O)O (stereo not drawn)	-6	i	x	i	-4	i	i	x	i	-11	i
C=CCNC(=S)Nc1ccc(C(N)=O)cc1	5	i	-3	i	5	i	i	i	i	-13	i
Cc1ccc(C)c(OCCC(=O)NNC(=O)c2ccccc2)c1	-1	i	-2	i	x	i	i	i	i	-2	i
Cc1ccc(CNC(=O)CSc2nc(=O)n3cccc(C)c3n2)cc1	-4	i	-3	i	1	i	i	i	i	-9	i
CCc1ccc(OCC(=O)Nc2ccc3c(c2)COC3=O)cc1	1	i	-2	i	1	i	i	i	i	-6	i
Cc1ccc(-n2c3c(cc(C(=O)NCc4ccco4)c2=O)C(=O)CC(C)(C)C3)cc1	-1	i	-1	i	3	i	i	i	i	-10	i

The last 5 compounds of the section above open the next one.
SMILES	DYRK1A inh	KCNQ1 block	GSK3A inh	KCNK3 inh	GSK3B inh	RGS4 block	KCNK9 block	PolyA inhibitor	RGS4 pot	hERG rescue	KCNQ1 act
C=CCNC(=S)Nc1ccc(C(N)=O)cc1	5	i	-3	i	5	i	i	i	i	-13	i
Cc1ccc(C)c(OCCC(=O)NNC(=O)c2ccccc2)c1	-1	i	-2	i	x	i	i	i	i	-2	i
Cc1ccc(CNC(=O)CSc2nc(=O)n3cccc(C)c3n2)cc1	-4	i	-3	i	1	i	i	i	i	-9	i
CCc1ccc(OCC(=O)Nc2ccc3c(c2)COC3=O)cc1	1	i	-2	i	1	i	i	i	i	-6	i
Cc1ccc(-n2c3c(cc(C(=O)NCc4ccco4)c2=O)C(=O)CC(C)(C)C3)cc1	-1	i	-1	i	3	i	i	i	i	-10	i
CCOc1ccccc1-n1c(SCC(=O)NC)nnc1-c1ccco1	x	i	-3	i	3	i	i	i	i	-7	i
O=C(CCCN1C(=O)/C(=C/c2ccccc2)SC1=S)Nc1ccc(O)cc1	2	i	0	i	-4	i	i	i	i	-12	i
CCOC(=O)N1CCN(C(=O)C2COc3ccccc3O2)CC1 (stereo not drawn)	1	i	-2	i	2	i	i	i	i	-8	i
Cc1cc(C)cc(N(CCC#N)C(=O)CSc2n[nH]c(N)n2)c1	-1	i	x	i	-1	i	i	i	i	-2	i
CC1(C)CC2CC(C)(CN2C(=O)COc2cccc3ccccc23)C1 (stereo not drawn)	4	i	-1	i	0	i	i	i	i	0	i
CS(=O)(=O)c1nc(S(=O)(=O)c2ccc(Cl)cc2)c(N2CCC(C(N)=O)CC2)s1	-1	i	1	i	-1	i	i	i	i	-4	i
CCNc1nc(SCCOc2ccc(Cl)cc2Cl)nc(N(C)C)n1	1	i	x	i	-1	i	i	i	i	-25	i
CC(C(=O)Nc1ccccc1F)N1CCN(C)CC1 (stereo not drawn)	x	i	-5	x	1	i	i	i	i	-4	i
Cn1cccc1C(C(=O)NC1CCCCC1)N(C(=O)Cc1cccs1)c1ccc2c(c1)OCO2 (stereo not drawn)	-5	i	-2	i	0	i	i	i	i	-12	i
COc1cc2c(cc1C1NC(=S)NC(C)=C1C(=O)N(C)C)CCCC2 (stereo not drawn)	-6	i	1	i	0	i	i	i	i	-3	i
Oc1ccc(N=C/C=C/c2cccc(Br)c2)cc1-c1nc2ccccc2s1	19	i	-1	i	-2	8.6*	i	i	i	1	i
C=CCC1NS(=O)(=O)OCC1NC(=O)OCC(Cl)(Cl)Cl (stereo not drawn)	1	i	12	i	0	i	i	i	i	-2	i
O=C(O)COc1ccc2c3c(c(=O)oc2c1)CCC3	-6	i	-1	i	-1	i	i	i	i	-8	i
COc1ccc(NC(=S)c2ccc3ccccc3n2)cc1	3	i	x	i	-1	i	i	i	i	-7	i
COc1ccc(-c2csc3ncnc(N4CCN(S(=O)(=O)c5ccc(C(C)=O)cc5)CC4)c23)cc1	1	8*	-1	i	1	i	i	i	-7*	-12	i
CCOc1ccccc1OCCOCCN1CCN(Cc2ccccc2)CC1	-2	i	-4	i	1	i	i	i	i	-5	i
O=C(NC1CCCCCC1)c1ccc(CN2CCOCC2)cc1	5	i	x	i	-10	i	i	i	i	-1	i
CCc1cc(=O)oc2cc(C)cc(OCC(=O)NCc3ccncc3)c12	-4	i	-3	i	-6	i	i	i	i	-7	i
COc1ccc(CNC(=O)C(=O)NCC(c2ccco2)N2CCOCC2)cc1 (stereo not drawn)	4	i	-2	i	-3	i	i	i	i	-8	i
